FUS suppressor = qHTS for Suppressors of FUS Proteinopathy: Primary screen using FUS-linked yeast assay | 390,000 tested, 0.24% active | AID 1347120, 2019 | Potency, µM (doses to about 76.6 µM), for inactives: at the top dose growth rescue (activation), actives largely listed as activators | S. cerevisiae FUS-expressing, growth rescue, OD600, 24 h;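 note: potency is the fitted concentration of half-maximal effect; plate controls were DMSO vehicle for no effect and reference control for full effect; nearly all actives have a fitted effect of over 55% in size; some results filed as inactive show a strong effect at the top dose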
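Quantitative HTS measuring growth restoration of FUS-toxic yeast. Galactose-induced cells (OD 0.005) were exposed 24hr at 30C to compounds at several concentrations, then absorbance at 600 nm was recorded.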
PTHR1 agonist = qHTS for PTHR1 Agonists: Primary Screen; Parathyroid hormone/parathyroid hormone-related peptide receptor (Homo sapiens), Q03431; 410,000 tested, 0.075% active; Potency, µM (series often up to 115 µM), for inactives: top-dose activation, hits mostly activators; HEK293 GP2 PTHR1 cells, GloSensor cAMP luminescence, 1 h; AID 743266, 2014; note: potency is the fitted concentration of half-maximal effect; nearly all actives have a fitted effect of over 55% in size; some results filed as inactive show a strong effect at the top dose; inactives centre near -15; many of its hits are not listed in these tables
Target sequence (Q03431 whole entry, looked up): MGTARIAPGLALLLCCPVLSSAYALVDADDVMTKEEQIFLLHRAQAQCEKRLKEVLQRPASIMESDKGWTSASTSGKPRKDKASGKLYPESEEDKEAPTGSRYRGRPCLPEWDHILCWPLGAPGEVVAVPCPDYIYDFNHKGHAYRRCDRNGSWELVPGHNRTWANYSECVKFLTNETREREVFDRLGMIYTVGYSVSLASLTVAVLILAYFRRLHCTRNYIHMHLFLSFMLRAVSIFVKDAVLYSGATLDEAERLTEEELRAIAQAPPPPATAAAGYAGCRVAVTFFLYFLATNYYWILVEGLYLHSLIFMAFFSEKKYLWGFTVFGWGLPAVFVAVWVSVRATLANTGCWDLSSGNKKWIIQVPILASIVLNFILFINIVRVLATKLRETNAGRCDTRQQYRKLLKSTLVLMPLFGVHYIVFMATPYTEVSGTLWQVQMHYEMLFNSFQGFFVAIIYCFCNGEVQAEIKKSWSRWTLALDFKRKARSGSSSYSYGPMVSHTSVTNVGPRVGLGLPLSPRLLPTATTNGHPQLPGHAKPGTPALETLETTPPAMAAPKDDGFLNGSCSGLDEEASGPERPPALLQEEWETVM
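HEK-293-derived GP2 cells expressing PTHR1 and a GloSensor cAMP reporter, 3,000/well, plated overnight, given luciferin plus IBMX (each 0.5 mM as added) for 1 h at 37 °C, then compound for 1 h at 37 °C. Luminescence was read after 15 min at room temperature.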
Akt phos inh = HTS Assay for Inhibitors of Akt Phophorylation: Primary Screen; Neuro2A IGF-stimulated pAkt S473 HTRF, 20 min; stronger effect = lower value; activity change, % for hits at 50 µM; 360,000 tested, 0.32% active; AID 651550, 2012; in the data active = activity change below about -80%; inconclusive = mostly about -51% to -80%; note: % is set by controls: 0 for no effect and ±100 for the full control effect
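Neuro2A cells (4,500/well, DMEM with 0.5% FBS) were treated with compound at a single 50 µM final concentration, stimulated with 6 nM IGF for 20 min at 37 °C, and lysed. Phospho-Akt Ser473 was read by HTRF as 665/615 ratio ×10^4.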
GLP-1R inv ag = qHTS of GLP-1 Receptor Inverse Agonists (Inhibition Mode); 410,000 tested, 1.6% active; HEK293 GLP-1R CRE-luciferase, luminescence, 24 h; GLP-1R form is constitutively active; AID 624417, 2012; Potency, µM (series often up to 38.3 µM), inactives show at the highest dose activity change, negative = inhibition, actives largely listed as inhibitors; Glucagon-like peptide 1 receptor (Homo sapiens), P43220; note: potency is the fitted concentration of half-maximal effect; % is set by controls: 0 for no effect and ±100 for the full control effect; nearly all actives have a fitted effect of over 55% in size
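Assay principle: reduced luminescence from a cAMP-responsive reporter in HEK293 cells co-expressing a constitutively active GLP-1R. Conditions: 24 hr compound incubation, 37 deg C, 5% CO2.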
D3 antag = qHTS of D3 Dopamine Receptor Antagonist: qHTS | D(3) dopamine receptor (Homo sapiens), P35462 | max response, negative = inhibition, % | AID 652054, 2013 | D3R cells, DiscoveRx beta-arrestin luminescence, antagonist mode; stronger effect = lower value | 360,000 tested, 2.5% active; in the data active = max response below about -50%; inconclusive = no clear call, values can overlap the other calls; note: % is set by controls: 0 for no effect and ±100 for the full control effect; mostly tested at two doses, the higher about 12 µM
Target sequence (P35462 whole entry, looked up): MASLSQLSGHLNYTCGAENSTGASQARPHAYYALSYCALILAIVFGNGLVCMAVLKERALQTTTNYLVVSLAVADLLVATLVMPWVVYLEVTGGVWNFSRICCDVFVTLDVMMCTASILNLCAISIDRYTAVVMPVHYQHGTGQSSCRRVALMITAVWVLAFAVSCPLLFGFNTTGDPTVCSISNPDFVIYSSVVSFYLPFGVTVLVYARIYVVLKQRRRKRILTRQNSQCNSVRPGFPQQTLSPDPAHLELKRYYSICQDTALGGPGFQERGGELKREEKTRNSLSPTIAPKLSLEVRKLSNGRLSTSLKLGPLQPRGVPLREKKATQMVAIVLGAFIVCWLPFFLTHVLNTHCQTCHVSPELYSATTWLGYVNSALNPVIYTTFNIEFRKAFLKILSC
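Cells plated overnight at 1500 cells/well, then exposed to library compounds with dopamine controls for 90 minutes at 37 degrees C. DiscoveRx reagent added for 30–60 minutes at room temperature; luminescence read, quantitative HTS format.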
TDP-43 yeast inh = qHTS of TDP-43 Inhibitors | TDP-43 expressing yeast growth rescue, BacTiter-Glo, 24 h | Potency, µM (doses to about 46.1 µM), for the others: top-dose growth rescue (activation), actives largely listed as activators | 410,000 tested, 1.8% active; note: potency is the fitted concentration of half-maximal effect; % of control where 0% means no effect; nearly all actives have a fitted effect of over 50% in size
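Growth rescue of TDP-43-toxic yeast measured as ATP luminescence (BacTiter-Glo). Cells grown to mid-log in raffinose, induced in galactose at OD600=0.02, exposed to compound 24 hr at 30 deg C.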
GLP1R ag = qHTS of GLP-1 Receptor Agonists; HEK293 GLP-1R CRE-luciferase, luminescence, 4-6 h; cells express a hypersensitive GLP-1R form; Potency, µM (highest dose often 45.6 µM), for inactives: at the highest dose activation, actives largely listed as activators; 380,000 tested, 0.007% active; note: potency is the fitted concentration of half-maximal effect; % of control where 0% means no effect
aSyn rescue = qHTS of alpha-syn Inhibitors. Yeast expressing alpha-synuclein, growth rescue, BacTiter-Glo, 24 h. Potency, µM (doses to about 46.1 µM), for inactives: at the highest dose growth rescue (activation), hits mostly activators. 370,000 tested, 0.14% active. AID 652106, 2013; note: potency is the fitted concentration of half-maximal effect; % of control where 0% means no effect; nearly all actives have a fitted effect of over 65% in size
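Rescue of yeast growth: cells expressing toxic alpha-synuclein, induced in galactose at OD600 0.02, incubated with compound 24 h at 30 C. ATP luminescence quantified growth; inhibitors of toxicity appear as activators.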
Abeta rescue = qHTS for compounds that reverse cellular toxicity of Amyloid beta (A-beta) peptide in yeast: Primary Screen; Potency, µM (titrated, usually from 46.1 µM), for the others: at the highest dose growth rescue, actives largely listed as activators; 410,000 tested, 0.063% active; yeast expressing A-beta42, growth rescue, OD600, 48 h; response scale: 0% DMSO, 100% iron-clioquinol control; note: potency is the fitted concentration of half-maximal effect; nearly all actives have a fitted effect of over 55% in size
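Yeast A-beta toxicity model in growth medium with pinned compounds, 48 h at 30 C; growth read as absorbance at 600 nm. Normalized to FeCl3/clioquinol equimolar mix (positive) and DMSO (negative).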
* = called active by the depositor; i = inactive; ? = inconclusive; / = no result given; [ ] = remark or other dose. Unless noted, calls come from the whole dose curve; as a rule, active = well fitted curve in the direction sought with a large enough effect; inconclusive = small, poorly fitted or top-dose-only effect, or another doubt; inactive = no such curve, though single readings can be large; an effect the other way counts as inactive or inconclusive. Only part of the results is shown, so the mix of outcomes need not match the whole.

Under each structure: FUS suppressor, PTHR1 agonist, Akt phos inh, GLP-1R inv ag, D3 antag, TDP-43 yeast inh, GLP1R ag, aSyn rescue, Abeta rescue
1: Cn1c(C(=O)N[C@@H](C(=O)O)c2ccccc2)cc2cc(Cl)ccc21
 : 19%, -3%, i, 8%, -11, 0%, 1%, -2%, -3%
2: O=C(CN(Cc1ccc(F)cc1)C(=O)CCC(=O)Nc1ccccn1)NCCc1ccccc1
 : 16%, i, i, -3%, -2, -8%, 12%, -1%, 2%
3: Cc1cc(C(=O)OCC(=O)Nc2ccccc2F)c(C)o1
 : -18%, i, i, -2%, -1, 6%, 13%, 7%, -11%
4: COc1cccc(N2CCN(C(=O)c3ccc4nc[nH]c4c3)CC2)c1
 : 5%, i, i, 25%, 8, 6%, 0%, -1%, 3%
5: Cc1cccc(Cn2cnc3c(nnn3Cc3ccccc3F)c2=O)c1
 : 24%, i, i, 0%, 3, 0%, 33%, -13%, -10%
6: O=C1CCCc2c1cc(C(=O)NCc1ccco1)c(=O)n2-c1ccc(Cl)cc1
 : 21%, 14%[57.5 µM], i, 0%, -6, 22%, -4%, 1%, 0%
7: O=C(OC1CCOC1=O)c1cc(Cl)ccc1[N+](=O)[O-] (stereo unspecified)
 : -3%, i, i, 2%, 4, -15%, -4%, -8%, -8%
8: COc1cccc(C2CC(c3ccccc3Cl)n3nnnc3N2)c1 (stereo unspecified)
 : ?, -3%[57.5 µM], i, -24%, -21, -6%, 2%, 17%, 14%
9: Cc1ccsc1C(=O)OCC(=O)N1CCN(C(=O)c2ccco2)CC1
 : 0%, -5%, i, 6%, 4, -2%, 3%, 4%, 4%
10: O=C(NC1CCN(S(=O)(=O)c2ccccc2F)CC1)c1cccnc1
 : 5%, -6%, i, -19%, 2, -15%, 7%, -6%, 4%
11: COc1cccc(CNC(=O)[C@H](CC(C)C)NC(=O)N2CCn3c2nc2ccccc23)c1
 : 35%, i, i, ?, 20, -13%, 8%, 16%, 4%
12: O=C(NCCCc1nc2ccccc2[nH]1)c1cccs1
 : -5%, -9%, i, 15%, -10, 0%, -4%, -4%, -11%
13: O=C(NCCCN1CCOCC1)C(=O)N/N=C/c1ccc2c(c1)OCO2
 : 9%, -10%, i, 6%, -11, 1%, 5%, -2%, -6%
14: COc1ccccc1NC(=O)CSc1nnc(N)s1
 : -23%, i, /, -10%, /, 28%, -8%, -8%, -13%
15: COc1cc(C(=O)NC(=S)N(CCC#N)Cc2cccnc2)cc(OC)c1OC
 : /, -23%, i, 9%, 8, -19%, -2%, 8%, -13%
16: O=C(Cn1cnc2ccccc21)Nc1ccc(C(=O)O)cc1
 : 8%, -15%, i, -6%, -15, -15%, 2%, -4%, 13%
17: O=C(CNC(=O)c1cc(Cl)cc([N+](=O)[O-])c1)OCC(=O)N1CCCCC1
 : 11%, -12%, i, 8%, 11, 5%, 6%, 0%, -5%
18: Cc1cccc(NC(=O)NC2(C)CCS(=O)(=O)C2)c1 (stereo unspecified)
 : 0%, i, i, 1%, -5, 9%, 1%, -1%, -5%
19: COc1ccc([C@@H]2CC=C(C(=O)O)[C@H](c3ccccc3F)N2S(=O)(=O)c2ccc(C)cc2)cc1OC
 : 17%, -7%, i, 5%, 11, 14%, 5%, -1%, 5%
20: CN1CCN(S(=O)(=O)c2ccc(F)cc2)CC1
 : -48%, 5%, i, -2%, ?, 3%, 7%, 0%, 2%
21: O=C(c1cccnc1)N1C2C=CC(C2)C1(C(F)(F)F)C(F)(F)F (stereo unspecified)
 : -7%, i, i, 3%, 7, -3%, -1%, -10%, -1%
22: COc1ccccc1CNC(=O)c1cc(C(C)=O)c[nH]1
 : 6%, -25%, i, 18%, -1, -2%, 8%, -9%, 3%
23: C=CCOc1cccc(C(=O)NC(c2ccccc2)C(C)C)c1 (stereo unspecified)
 : -20%, -11%, i, ?, 21, 2%, 10%, -4%, 4%
24: Cc1c(CCC(=O)NCCCC(=O)O)c(=O)oc2cc3oc4c(c3cc12)CCCC4
 : -8%, -13%, i, 38%[activator], -6, 29%, -2%, ?, -11%
25: CC(C)c1ccc(NC(=O)COC(=O)C2=COCCO2)cc1
 : -5%, i, i, 2%, -12, -4%, 8%, -12%, 7%
26: Nc1n[nH]c(-c2ccc(Br)cc2)c1Cl
 : 19%, i, i, -20%, 11, 29%, -2%, -5%, 18%
27: Cc1cc(SCC(=O)c2ccc(O)c(O)c2)nc2ccccc12
 : 38%, -6%, i, 28%, 7, 22µM*, 5%, ?, -94%[inhibitor]
28: COc1ccc(N2CCN(C(=O)COC(=O)Cc3ccc(F)cc3)CC2)cc1
 : 14%, -28%, i, 6%, -6, ?, 1%, -4%, 4%
29: COc1ccc(CCC(=O)c2ccc(OC)cc2)cc1
 : 5%, -2%, i, -8%, 10, 23%, 11%, 2%, 13%
30: COCC(=O)N1CCC(Oc2ccc(C(=O)NCc3cc(C(C)C)no3)cc2)CC1
 : 5%, ?, i, -20%, 7, -21%, 3%, 14%, -4%
31: CCOC(=O)c1noc2ncn(CC(=O)Nc3cccc(C(F)(F)F)c3)c(=O)c12
 : 0%, i, /, 0%, /, 18%, 4%, 0%, -2%
32: COc1cc(F)ccc1-c1cc(C(=O)Nc2cc(OC)c(OC)c(OC)c2)[nH]n1
 : -12%, -21%, i, 8%, 46, -9%, -6%, -5%, -7%
33: O=C(CNS(=O)(=O)c1ccccc1F)OCC(=O)c1c[nH]c2ccccc12
 : -10%, -37%[inhibitor], i, 3%, -9, 17%, 1%, -4%, 12%
34: O=c1[nH]cc(S(=O)(=O)N2CCN(c3cccc(C(F)(F)F)c3)CC2)c(=O)[nH]1
 : 5%, -8%, i, 21%, 6, -3%, -2%, -3%, -8%
35: O=C(NCc1csc(-c2cccs2)n1)Nc1ccc(F)cc1F
 : 4%, -38%, i, ?, -18, 22%, 20%, 5%, 10%
36: COc1ccc(-c2cnc(C(O)c3ccc(-c4ccccc4)cc3)[nH]2)cc1 (stereo unspecified)
 : 19%, i, i, ?, 4, 2%, 6%, 3%, 10%
37: CN(C)c1ccc(C(CNS(=O)(=O)c2ccc(F)cc2)N2CCc3ccccc32)cc1 (stereo unspecified)
 : 11%, -15%, /, ?, /, -8%[9.22 µM], /, /, -15%
38: CCOC(=O)c1ccc2nc(C(F)(F)F)[nH]c(=O)c2c1
 : 23%, -19%, i, 2%, -12, -10%, -5%, -15%, -3%
39: Fc1ccccc1OCc1nc(-c2ccc(-n3cccc3)cc2)no1
 : 5%, -39%[inhibitor], /, 12%, /, 18%, /, /, -7%
40: CC1CCCN(C(=O)c2ccc(CNc3c(N4CCCCC4)c(=O)c3=O)cc2)C1 (stereo unspecified)
 : -2%, 10%, i, -10%, 2, 12%, -1%, 0%, -5%
41: Cc1ccc(-n2ncc3c(N4CCC(C)CC4)ncnc32)cc1C
 : 2%, -41%[inhibitor], /, -29%, /, ?, /, /, -6%
42: COc1ccc(/C(C)=C(\C#N)C(=O)OC(C)C)cc1OC
 : -7%, i, i, 45%[activator], 17, ?, 13%, 4%, 18%
43: Nc1nc2c(F)cccc2s1
 : /, i, i, 3%, 19, -18%, 2%, 0%, 3%
44: Cc1c(C(=O)Nc2nc(-c3ccc(F)cc3)ns2)oc2ccc(Cl)cc12
 : -8%, i, /, 6%, /, 13%, /, /, 1%
45: CCOC(=O)c1ccccc1N1C(=O)C2Sc3[nH]c(=O)sc3C(/C=C/c3ccccc3)C2C1=O (stereo unspecified)
 : ?, -4%, i, -4%, ?, -10%, -5%, 16%, -20%
46: O=C(CC(c1ccccc1)c1ccccc1O)N1CCCCC1 (stereo unspecified)
 : -8%, -14%, i, ?, -11, -1%, -1%, 6%, 3%
47: CCOc1ccccc1C(=O)OCC(=O)Nc1cccc(S(=O)(=O)NC2=NCCCCC2)c1
 : 13%, -19%, i, 12%, 12, 14%, 20%, 1%, 6%
48: O=C(CN1C(=O)C(=O)N(Cc2ccccc2)C1=O)Nc1ccc(OC(F)F)cc1
 : /, -17%, i, 10%, -17, 12%, 0%, -1%, 10%
49: CCn1c(C)nnc1SCC(=O)Nc1cccc(Cl)c1
 : -11%, -22%, i, -1%, 2, 11%, 3%, -6%, -9%
50: CN1CCN(S(=O)(=O)c2cccc(C(=O)Nc3ccc(Br)cc3Br)c2)CC1
 : 7%, -25%, i, ?, 5, 16%, -13%, -7%, 3%
51: CNC(=O)NC(=O)COC(=O)CCCOc1ccc(OC)cc1
 : 19%, -17%, i, 0%, 16, 25%, -9%, 8%, 10%
52: CCOc1ccc(S(=O)(=O)N2CCN(C(=S)NCc3ccco3)CC2)cc1
 : 42%, 9%, i, ?, -19, -7%, 10%, 11%, 12%
53: CCOc1ccc(C(=O)/C=C/Nc2ccc(S(=O)(=O)N=C(N)N)cc2)cc1
 : -7%, i, i, 14%, -4, 8%, -1%, 2%, 2%
54: Cc1cc(F)ccc1NS(=O)(=O)c1c(C(=O)N2CCOCC2)c(C)n(C)c1C
 : -1%, -10%, i, 7%, -1, -15%, -2%, -1%, 6%

Compound activity from PubChem.
